Cneo AK release: causes C. neoformans cell lysis. 360,000 tested, 0.2% active. lysis activity, % at 15 µM. adenylate kinase release luminescence, 4 h; normalised: neutral wells 0, clomiphene wells 100;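 active = mean lysis activity across replicates of at least 80%, whatever share of replicates individually reach that level; inactive = mean lysis activity below 80%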
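Material: C. neoformans cells; Schedule: 4 h static compound exposure, 37 °C, read 1 h post-reagent; Measured by: adenylate kinase release luminescence; Read-out: signal increase indicating cell lysis; Controls: Clomiphene as positive lysis control.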
CFTR F508del cor: correctors of CFTR F508del function in bronchial epithelial cells; CFBE cells, YFP halide quenching; stimulated with forskolin plus potentiator P3; % fluorescence drop versus neutral controls; activity (quench increase), % at 7.58 µM; 350,000 tested, 0.36% active; AID 720511;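 active = mean added fluorescence quench of at least 8% versus neutral control, with both replicates also reaching 8%; inconclusive = only one of the mean or replicate conditions met; inactive = mean below 8% and not both replicates reaching 8%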;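 also: cells transiently co-express mutant CFTR-F508del with the halide-sensitive YFP; corrector assay measuring rescue of mutant channel to the surface after 24 h compound exposure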
Statin myotox sup: suppressors of simvastatin-induced myotoxicity in C2C12 myotubes | ATP luminescence, 48 h; scaled: DMSO 0, geranylgeraniol control 100 | rescue of ATP level, % at 7.49 µM | 330,000 tested, 0.78% active;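 active = mean ATP rescue above about 67%, or every replicate alone reaching that limit, limit read from the data, passing the limit was not always enough; inconclusive = no clear call, values can overlap the other calls; inactive = mean under the limit and some replicate under it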;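 also: myotubes were challenged with 10 µM simvastatin during compound exposure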
miR122 inh: miR-122 inhibition in Huh7 cells | Huh7 miR-122 Renilla luciferase sensor, 48 h; neutral wells = 0, positive control = 100 | activation (reporter increase), % at 12.5 µM | 340,000 tested, 0.3% active;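 active = mean replicate activation score at least 90 and every replicate individually at or above 90; inconclusive = only one of the two criteria met; inactive = neither criterion met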;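 also: higher luciferase means less miR-122 activity so hits act as miR-122 inhibitors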
PGC1a acetyl inh: PGC1a acetylation modulation, inhibitor mode; U2OS PGC1a acetylation, AlphaScreen anti-acetyl-lysine; with virally co-expressed GCN5 acetyltransferase; inhibition, % at 15.6 µM; 350,000 tested, 0.17% active; AID 651687;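 active = every replicate shows inhibition of at least 40%; inconclusive = mean inhibition at least 40% but some replicate below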;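 also: 0% = neutral control wells and 100% = positive control wells; some results beyond the cut were filed as inactive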
PglD inh: PglD (C. jejuni) enzyme inhibition; AID 602405; inhibition, % at 12.5 µM; purified PglD enzyme, DTNB colorimetric CoA detection; 360,000 tested, 0.098% active; in the data active = inhibition above about 16%, passing the limit was not always enough; inconclusive = no clear call, values can overlap the other calls; also: strong numbers were not always called active
FN deposit inh: fibronectin deposition inhibition | AH1F fibroblasts, Alexa488-fibronectin deposition fluorescence, overnight | inhibition, % at 12.6 µM | 350,000 tested, 0.086% active;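 active = mean inhibition across replicates of 30% or more, regardless of how many single replicates reach that level; inconclusive = mean under 30% yet at least half of replicates reach 30%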;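 also: positive control wells lacked labelled fibronectin entirely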
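Assay system: AH1F fibroblasts / Quantity: 10000 cells per well / Medium: DMEM plus 2% serum, read in PBS / Reagent: labelled fibronectin 24 nM / Dosing: single dose, pinned / Times: 1 h cell attachment, overnight exposure to compound and label / Signal: fluorescence, ex 485 nm, em 525 nm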
INS-1E GSIS act: GLuc luminescence reporter in INS-1E cells, primary screen for activators of glucose-dependent secretion of insulin. activation, % at 16.6 µM. 370,000 tested, 0.61% active. INS-1E GLuc reporter insulin secretion, 2-3 h;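 active = lowest replicate activation of at least 40%, so every replicate reaches that level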;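 also: 0% = median of neutral control wells and 100% = median of IBMX positive control wells; some compounds called inactive have numbers as strong as hits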
* = called active by the depositor; ? = inconclusive; / = no result given; & = joins results of further samples; [ ] = dose if it differs, or a comment.

SMILES | Cneo AK release | CFTR F508del cor | Statin myotox sup | miR122 inh | PGC1a acetyl inh | PglD inh | FN deposit inh | INS-1E GSIS act
COc1ccc(-c2csc(NC(=O)Cc3ccccc3)n2)cc1OC | 1 | 0.9 | 1 | -2 | -3 | 5 | 13 | 43
Cc1ccccc1-c1ccc2c(c1)O[C@H](CN(C)Cc1ccncc1)[C@@H](C)CN([C@@H](C)CO)S2(=O)=O | -5 | -9.2 | -69 | -3[16.7 µM] | -57 | 4 | 12 | 5
C[C@@H]1CN([C@H](C)CO)C(=O)c2cc(NS(=O)(=O)c3ccccc3)ccc2O[C@@H](C)CCCCO[C@H]1CN(C)S(=O)(=O)c1ccc(Cl)cc1 | / | 2.8 | / | / | 1 | / | -13 | -1
COc1ccc(S(=O)(=O)N(CCCN2CCOCC2)Cc2cccc3ccccc23)cc1 | 0 | / | / | 2 | -2 | 0 | / | /
COc1ccc(CN(C)C[C@@H]2OCCCC[C@@H](C)Oc3ccc(NS(=O)(=O)c4cn(C)cn4)cc3C(=O)N([C@@H](C)CO)C[C@H]2C)cc1 | 44 | -2.3 | / | 3[16.7 µM] | 24 | 11 | / | 5
O=C(NCCN1CCOCC1)c1c(O)nc2sccn2c1=O | 1 | 2.6 | -5 | -5 | / | 2 | -12 | 21
O=C1CC(c2ccccc2)C(c2ccccc2)=NN1 (stereo not drawn) | 0 | -0.3 | 0 | / | -5 | 5 | 3 | 3
Cn1c(C=O)c(-c2ccc3cc[nH]c3c2)c2ccccc21 | 18 | -1.7 | 8 | 5 | 16 | -6 | -12 | 25
CCN(CC)C(=O)Cn1nc(C)c2ccccc2c1=O | 7 | / | 53 | 1 | -6 | -1 | / | /
COc1cccc2c1Oc1ncccc1N(C(=O)CCC(=O)NCc1ccccc1)C2 | -4 | 1.0 | 9 | -3 | 3 | 3 | -6 | 1
C[C@H]1CN([C@@H](C)CO)C(=O)c2c(c3ccccc3n2C)-c2ccccc2CO[C@H]1CN(C)C(=O)Nc1ccc(-c2ccccc2)cc1 | / | 0.8 | / | / | 31 | / | -15 | 13
Cc1cccc(OCC(=O)OCC(=O)Nc2ccc(Cl)cn2)c1 | 1 | 0.9 | 6 | -3 | 2 | 4 | / | 4
COc1ccc(Cn2cccc(NC(=O)Nc3cccc(C#N)c3)c2=O)cc1 | -1 | / | / | 14 | 3 | 0 | -2 | /
C=CCOc1ccccc1CN1CCN(CCc2ccccc2)C(CCO)C1 (stereo not drawn) | 0 | 0.8 | 2 | / | / | -4 | 6 | -26
COCC(=O)Nc1ccc2c(c1)OC[C@@H](C)N(C(=O)c1ccccn1)C[C@H](C)[C@H](OC)CN(C)C2=O | -1 | 2.6 | 3 | -26[16.7 µM] | 4 | 1 | 5 | 18
O=C(CCc1c[nH]c2ccccc12)NN1C(=O)NC2(CCCCC2)C1=O | 0 | 0.6 | -6 | 1 | -3 | 3 | 3 | -7
O=C(NCCN1CCOCC1)c1ccc2c(c1)N(Cc1ccccc1)C(=O)CS2 | 4 | / | / | -10 | 14 | 1 | 5 | 0
C[C@H](CO)N1C[C@H](C)[C@@H](CN(C)Cc2ccccc2)OCCCC[C@H](C)Oc2ccc(NC(=O)Nc3cccc4ccccc34)cc2C1=O | 3 | 0.1 | / | 11[16.7 µM] | -21 | 6 | 12 | 0
CC/C(=N/Nc1ccccc1)c1cnnc(SC)n1 | 2 | / | -39 | 0 | -2 | -3 | / | 26
CCOc1cc(N2CCOCC2)c(OCC)cc1NC(=O)c1oc2ccccc2c1C | 0 | -1.9 | -13 | -6 | / | 2 | -6 | -10
O=C(CN1C(=O)C(=O)N(CCC2=CCCCC2)C1=O)Nc1ccc(F)cc1F | 2 | -0.2 | 0 | -13 | 0 | 3 | 3 | /
Cc1cc(Br)cc(C)c1OCC(=O)NNC(=O)c1cccs1 | 7 | -1.5 | -4 | 6 | -31 | 1 | 2 | 5
Cc1cc(C)cc(C(=O)Nc2cccnc2)c1 | 0 | 0.0 | 4 | 6 | 1 | 2 | -8 | -5
Cc1ccc(CNC(=O)C2CC(c3ccccc3C(F)(F)F)=NO2)cc1 (stereo not drawn) | 2 | -1.2 | 7 | 4 | / | -2 | -5 | -17
COc1ccc([N+](=O)[O-])cc1Nc1ncnc2ccccc12 | 0 | / | -4 | 11 | 1 | 4 | 1 | -6

In a second layout: entries from further up
COc1ccc(Cn2cccc(NC(=O)Nc3cccc(C#N)c3)c2=O)cc1
  Cneo AK release: -1; CFTR F508del cor: /; Statin myotox sup: /; miR122 inh: 14; PGC1a acetyl inh: 3; PglD inh: 0; FN deposit inh: -2; INS-1E GSIS act: /

C=CCOc1ccccc1CN1CCN(CCc2ccccc2)C(CCO)C1 (stereo not drawn)
  Cneo AK release: 0; CFTR F508del cor: 0.8; Statin myotox sup: 2; miR122 inh: /; PGC1a acetyl inh: /; PglD inh: -4; FN deposit inh: 6; INS-1E GSIS act: -26

COCC(=O)Nc1ccc2c(c1)OC[C@@H](C)N(C(=O)c1ccccn1)C[C@H](C)[C@H](OC)CN(C)C2=O
  Cneo AK release: -1; CFTR F508del cor: 2.6; Statin myotox sup: 3; miR122 inh: -26[16.7 µM]; PGC1a acetyl inh: 4; PglD inh: 1; FN deposit inh: 5; INS-1E GSIS act: 18

The results go on:
SMILES | Cneo AK release | CFTR F508del cor | Statin myotox sup | miR122 inh | PGC1a acetyl inh | PglD inh | FN deposit inh | INS-1E GSIS act
C[C@@H]1CN([C@@H](C)CO)C(=O)c2cc(C#C[C@@H](C)O)cnc2O[C@@H]1CN(C)C(=O)c1ccncc1 | 0 | -1.2 | -6 | -4[16.7 µM] | 1 | -1 | / | 21
Cc1oc(C(N)=O)cc1COc1ccc(C(N)=O)cc1 | / | -0.3 | 0 | / | 10 | / | -8 | 9
CC(C)C#Cc1cnc2c(c1)C(=O)N([C@@H](C)CO)C[C@H](C)[C@H](CN(C)C(=O)Nc1ccccc1F)O2 | 3 | -2.1 | -1 | -4[16.7 µM] | -6 | 0 | / | -1
CC1(C)Cc2c(c(-c3ccccc3Cl)[nH]c(=O)c2C#N)CO1 | 1 | / | 6 | 17 | -6 | 2 | / | /
CC(O)[C@H]1CN=C(N)N1CC1CCCCC1 (stereo partly drawn) | -3 | 0.1 | -13 | / | / | -5 | 5 | 3
COc1ccc(OC(=O)c2ccc(Cl)cc2)c(C(C)=O)c1 | / | 1.2 | / | / | 5 | / | -14 | 12
O=C(C[C@H]1C=C[C@@H](NC(=O)C2CCOCC2)[C@H](CO)O1)NCc1ccncc1 | -5 | -2.9 | -5 | / | -5 | -1 | 7 | 19
Cc1ccc(C(=O)O)cc1S(=O)(=O)NCC1CCCO1 (stereo not drawn) | 0 | / | -2 | -8 | 2 | 5 | / | -6
Cn1nc2c3ccccc3n(Cc3ccc(F)cc3)c2nc1=S | / | 4.6 | / | / | -2 | / | -2 | 14
CC(=O)N1CCc2cc(S(=O)(=O)NC(CC(C)C)C(=O)N3CCn4c3nc3ccccc34)ccc21 (stereo not drawn) | -3 | / | 14 | 19 | -11 | 0 | 9 | /
Cc1ccc(S(=O)(=O)N(C)C[C@@H]2OCc3cnnn3CCCC(=O)N([C@@H](C)CO)C[C@H]2C)cc1 | 5&61&-4 | 5.4&0.7&0.5 | -5&0&-5 | -3 | 1&4&0 | 2&14&-1 | 6&-10 | -4&9
CCCCN(C)CCN1C(=O)C2C(C(=O)Nc3ccc(Cl)cc3)C3C=CC2(O3)C1C(=O)NC1CCCCC1 (stereo not drawn) | -2 | -2.2 | -4 | -1 | 2 | -1 | 4 | -13
CC(=O)c1sc(NC(=O)CSC(C)C(=O)Nc2cc(C)on2)nc1-c1ccccc1 (stereo not drawn) | 3 | -2.1 | 1 | -3 | -5 | 0 | / | -2
O=C(CCNS(=O)(=O)c1cccc2nsnc12)NC1CCN(Cc2ccccc2)CC1 | -1 | / | -13 | -7 | -2 | -4 | 13 | /
Cc1cc(C(=O)N2CCc3ccccc3C2)on1 | 1 | -0.8 | 15 | -5 | 18 | / | -8 | 25
COc1ccc(N2CCN(C(=O)COC(=O)c3ccccc3OCc3ccc(F)cc3)CC2)cc1 | 1 | 0.1 | 4 | 1 | -4 | -7 | 4 | -2
O=C(Nc1cccc(-c2nc3ncccc3o2)c1)c1ccccc1 | -4 | -6.4 | -11 | -5 | -2 | -3 | 1 | 4
C[C@H]1CN([C@@H](C)CO)C(=O)CCCn2cc(nn2)CO[C@H]1CN(C)S(=O)(=O)c1cn(C)cn1 | 0 | 0.3 | -1 | 4[16.7 µM] | 3 | -1 | -8 | -10
O=C(Nc1ccc2c(c1)[C@@H]1C[C@H](CC(=O)N3CCCCC3)O[C@H](CO)[C@@H]1O2)c1ccc2c(c1)OCO2 | -3 | 4.7 | -1 | 8[16.7 µM] | 2 | -4 | -1 | 3
CCN(CCCNC(=O)CN(C)S(=O)(=O)c1ccc2c(c1)CCC(=O)N2)c1cccc(C)c1 | / | / | 3 | -23 | 6 | 2 | -3 | -8
O=c1[nH]c(C2CCN(S(=O)(=O)c3ccc4c(c3)OCCO4)CC2)nc2c1nnn2Cc1cccc(F)c1 | 4 | 0.6 | 22 | / | / | 6 | 5 | -13
Cc1noc(C(=O)Nc2c(C)n(C)n(-c3ccccc3)c2=O)c1Cl | -3 | 3.1 | -6 | 4 | -4 | 2 | -5 | /
COc1cc(NC(=O)c2cccs2)ccc1NC(=O)c1cc2ccccc2o1 | / | 4.3 | / | / | 3 | / | 6 | 5
COCCCNC(=S)N(CCO)Cc1cc2cc3c(cc2[nH]c1=O)OCCO3 | -2 | -0.2 | 3 | -3 | -2 | 0 | 3 | 2
COC(=O)C[C@@H]1C[C@@H]2c3cc(NC(=O)NC4CCCCC4)ccc3O[C@@H]2[C@@H](CO)O1 | -2 | 0.6 | -8 | 20[16.7 µM] | -1 | -2 | / | 24
CCC1C(=NO)C(CC)C(c2ccccc2)NC1c1ccccc1 (stereo not drawn) | -8 | -0.4 | -1 | -6 | -3 | 0 | -17 | -14
O=C(CCn1cnnn1)Nc1ccccc1 | -1 | 0.7 | -6 | -3 | 5 | 0 | 4 | 16
CCOC(=O)c1c(NC(=S)NCC2CCCO2)sc(C)c1C (stereo not drawn) | / | 1.7 | / | -10 | -1 | / | 2 | -1
N#CC1=C2N=C(N)c3ccccc3N2C2=C(C(=O)CCC2)C1c1ccc(Cl)cc1 (stereo not drawn) | 0 | -1.9 | ? | -6 | 2 | -4 | 2 | 5
CC(=O)Nc1ccc2c(c1)C(=O)N(c1cccc(C)c1)C2=O | / | -0.5 | 5 | 3 | -6 | / | 0 | 34

Of the compounds above, three have a thiophene ring, fused or not.
SMILES | Cneo AK release | CFTR F508del cor | Statin myotox sup | miR122 inh | PGC1a acetyl inh | PglD inh | FN deposit inh | INS-1E GSIS act
Cc1cc(Br)cc(C)c1OCC(=O)NNC(=O)c1cccs1 | 7 | -1.5 | -4 | 6 | -31 | 1 | 2 | 5
COc1cc(NC(=O)c2cccs2)ccc1NC(=O)c1cc2ccccc2o1 | / | 4.3 | / | / | 3 | / | 6 | 5
CCOC(=O)c1c(NC(=S)NCC2CCCO2)sc(C)c1C (stereo not drawn) | / | 1.7 | / | -10 | -1 | / | 2 | -1

High-throughput results: PubChem, Broad Institute

No enrichment for hits (roughly 2.1% active in at least one column).
